PAFAH2 inh = PAFAH2 enzyme inhibitors, primary screen, biochemical, fluorescence polarization, human | Platelet-activating factor acetylhydrolase 2, cytoplasmic (Homo sapiens), Q99487 | recombinant PAFAH2, FP-rhodamine activity probe | inhibition, % at 3.39 µM | hit rate 0.99% among 340,000;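 active = inhibition above the mean over all tested compounds plus 3 SD, cut at about 30% in these data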;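 also: inhibitors block probe labeling of enzyme so polarization drops; 0% = enzyme with DMSO and 100% = wells lacking PAFAH2 protein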
EBNA-1 inh = EBNA-1 DNA-binding inhibitors, primary screen, biochemical, fluorescence polarization; hit rate 0.34% among 300,000; inhibition, % at 14.8 µM; in the data active = inhibition above about 28%
PAFAH1B3 FP inh = PAFAH1B3 enzyme inhibitors, primary screen, biochemical, fluorescence polarization, human; Platelet-activating factor acetylhydrolase IB subunit alpha1 (Homo sapiens), Q15102; recombinant PAFAH1B3, FP-rhodamine probe; inhibition, % at 3.39 µM; hit rate 0.28% among 340,000; AID 492972, 2010;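 active = inhibition above the screen-wide average of all tested compounds plus 3 SD, cut at about 25% in these data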;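 also: 0% = enzyme with DMSO only and 100% = wells lacking PAFAH1B3 protein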
ZTA DNA inh = blocks Epstein-Barr virus ZTA, an EBNA-1 counter-screen; hit rate 0.15% among 320,000; inhibition, % at 11 µM; ZTA-DNA binding, fluorescence polarization; AID 2234; P03206; in the data active = inhibition above about 33%
LYPLA2 inh = LYPLA2 inhibitors, primary screen, counter-screen for PME1 inhibitor project, biochemical, fluorescence polarization, FP-Rh probe ABPP | Acyl-protein thioesterase 2 (Homo sapiens), O95372 | recombinant LYPLA2 | AID 2177, 2009 | hit rate 0.38% among 320,000 | inhibition, % at 5.9 µM;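 active = inhibition above the screen-wide mean plus 3 SD, limit set per campaign, cut at about 26% in these data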;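 also: 0% = LYPLA2 with DMSO and 100% = wells lacking LYPLA2 enzyme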
PREPL inh = PREPL enzyme inhibitors, primary screen, biochemical, fluorescence polarization | hit rate 0.68% among 320,000 | recombinant PREPL, fluorescence polarization activity-based probe | inhibition, % at 5.96 µM | Prolyl endopeptidase-like (Homo sapiens), Q4J6C6; in the data active = inhibition above about 43%;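 also: 0% = enzyme with DMSO and 100% = wells lacking enzyme; many of its hits are not listed in these tables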
Target sequence (Q4J6C6 whole entry, looked up): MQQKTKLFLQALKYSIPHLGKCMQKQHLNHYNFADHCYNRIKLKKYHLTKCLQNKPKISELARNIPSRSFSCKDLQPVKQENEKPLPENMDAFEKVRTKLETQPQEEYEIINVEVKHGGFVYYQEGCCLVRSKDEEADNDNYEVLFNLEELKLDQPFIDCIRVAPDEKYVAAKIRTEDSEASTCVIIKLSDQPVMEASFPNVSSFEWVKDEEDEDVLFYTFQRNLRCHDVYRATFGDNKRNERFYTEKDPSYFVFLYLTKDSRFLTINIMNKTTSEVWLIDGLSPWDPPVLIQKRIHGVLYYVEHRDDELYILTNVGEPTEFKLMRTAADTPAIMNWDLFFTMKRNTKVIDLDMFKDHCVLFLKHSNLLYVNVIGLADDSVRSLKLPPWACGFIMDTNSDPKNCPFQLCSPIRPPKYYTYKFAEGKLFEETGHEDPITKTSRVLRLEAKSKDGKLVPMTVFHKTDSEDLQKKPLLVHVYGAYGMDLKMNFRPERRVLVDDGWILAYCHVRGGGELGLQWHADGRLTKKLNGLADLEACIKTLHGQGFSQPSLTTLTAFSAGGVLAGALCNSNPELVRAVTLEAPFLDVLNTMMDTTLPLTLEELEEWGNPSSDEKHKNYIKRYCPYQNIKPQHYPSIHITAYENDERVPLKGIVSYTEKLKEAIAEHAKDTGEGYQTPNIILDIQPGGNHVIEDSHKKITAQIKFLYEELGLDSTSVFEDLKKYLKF
pPAFAH FP inh = pPAFAH enzyme inhibitors, primary screen, biochemical, fluorescence polarization, human | Platelet-activating factor acetylhydrolase (Homo sapiens), Q13093 | recombinant pPAFAH, FP-rhodamine probe fluorescence polarization | inhibition, % at 3.39 µM | hit rate 1.5% among 330,000;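 active = inhibition above the mean inhibition across the screen plus 3 SD, cut at about 25% in these data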;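 also: inhibitors block binding of the rhodamine activity-based probe so polarization drops; 0% = enzyme with DMSO and 100% = wells lacking pPAFAH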
PAFAH1B2 FP inh = PAFAH1B2 enzyme inhibitors, primary screen, biochemical, fluorescence polarization, human. Platelet-activating factor acetylhydrolase IB subunit alpha2 (Homo sapiens), P68402. recombinant PAFAH1B2, FP-rhodamine activity probe. inhibition, % at 3.39 µM. hit rate 1.2% among 340,000;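 active = inhibition above the mean of all tested compounds plus 3 SD, cut at about 24% in these data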;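 also: 0% = enzyme with DMSO and 100% = wells lacking PAFAH1B2; many of its hits are not listed in these tables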
LYPLA1 inh = LYPLA1 inhibitors, primary screen, counter-screen for PME1 inhibitor project, biochemical, fluorescence polarization, FP-Rh probe ABPP | Acyl-protein thioesterase 1 (Homo sapiens), O75608 | recombinant LYPLA1 | inhibition, % at 5.9 µM | hit rate 0.16% among 320,000 | AID 2174, 2009;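 active = inhibition above the mean of all tested compounds plus 3 SD, set per campaign, cut at about 14% in these data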;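 also: inhibitors block serine hydrolase probe labeling of LYPLA1 so polarization falls; 0% = enzyme with DMSO and 100% = wells lacking LYPLA1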
Target sequence (O75608 whole entry, looked up): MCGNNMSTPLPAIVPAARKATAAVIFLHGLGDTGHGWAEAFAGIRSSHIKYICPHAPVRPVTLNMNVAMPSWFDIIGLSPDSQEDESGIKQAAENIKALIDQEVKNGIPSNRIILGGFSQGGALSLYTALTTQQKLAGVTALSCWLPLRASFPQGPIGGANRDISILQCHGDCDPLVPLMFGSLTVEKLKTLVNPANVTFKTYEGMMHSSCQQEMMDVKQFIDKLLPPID
* = called active by the depositor; · = no result given. An excerpt; the hit share may differ from the screen's.

SMILES	PAFAH2 inh	EBNA-1 inh	PAFAH1B3 FP inh	ZTA DNA inh	LYPLA2 inh	PREPL inh	pPAFAH FP inh	PAFAH1B2 FP inh	LYPLA1 inh
Cc1ccc(OCC(=O)N/N=C/c2cccn2C)cc1	5	-5	5	-5	0	8	1	8	1
COc1ccccc1N(CC(=O)NCCSCc1ccccc1)S(C)(=O)=O	1	-14	4	0	-5	-14	-3	5	-2
Cc1ccccc1NC(=O)C1CCN(S(=O)(=O)c2cccc3nonc23)CC1	-8	-22	2	-5	-5	13	1	7	-2
CCSc1sc(CC)cc1C=O	-5	3	5	3	0	-1	1	4	0
OCCC1CN(Cc2ccon2)CCN1Cc1ccc(F)c(F)c1 (stereo unspecified)	-2	8	3	-10	-1	-8	3	4	-1
O=C1c2cccnc2C(Nc2ccccc2)N1Cc1ccco1 (stereo unspecified)	-6	-7	3	-14	3	10	5	-5	-1
COCCNC(=O)CNS(=O)(=O)c1ccc2nc(C)sc2c1	-5	0	-9	15	-3	11	4	2	-1
CCSc1nnc(NC(=O)C2CSC3(C)CCC(=O)N23)s1 (stereo unspecified)	0	·	0	·	·	6	3	5	·
COc1ccc(Cc2nnc(NC(=O)c3ccc(OC)c(OC)c3)s2)cc1	-3	-5	11	0	-10	-25	6	2	-6
CCc1c(C#N)c(N)nc(SCC(=O)OCc2ccccc2)c1C#N	4	9	0	5	-3	-8	10	2	-3
Cc1ccc(/C=N/N2CCOCC2)s1	-2	-3	5	-13	6	5	6	-3	-2
CCN1C(=O)/C(=C\N(C)C)c2ccccc21	-9	3	3	9	-4	10	5	2	-1
COCCCNC(=O)CN(c1ccc(OC)cc1)S(=O)(=O)c1ccc(NC(C)=O)cc1	1	13	2	10	0	-3	2	4	-2
Cc1nc(CN(C)C(=O)c2cc(COc3ccc4ncccc4c3)on2)cs1	-2	1	6	8	5	13	0	0	0
O=C(CSc1nnnn1-c1cccnc1)Nc1cccc(Cl)c1	6	3	8	-6	3	10	3	0	-8
CC(C)c1ccc(OCC(=O)N(c2ccccn2)C2CCCCC2)cc1	-3	1	-1	4	5	5	2	-3	7
c1ccc(Cc2noc(CN3CCC(CN4CCOCC4)CC3)n2)cc1	3	0	11	14	3	4	8	6	6
CCOc1ccc(NC(=O)CC2C(=O)N(c3ccc(OC)cc3)C(=O)N2Cc2ccc(OC)cc2)cc1 (stereo unspecified)	-1	4	-4	5	3	6	6	4	-1
NS(=O)(=O)c1ccc(CCN2C(=O)/C(=C\c3ccc(Cl)cc3)SC2=S)cc1	-1	3	0	-4	-1	-3	-1	-5	0
O=C(N/C=C/c1ccco1)OCc1ccccc1	5	9	10	3	4	13	26*	-2	-2
C[C@@H]1O[C@@H](OC[C@@H]2O[C@H](Oc3c(-c4ccc(O)cc4)oc4cc(O)cc(O)c4c3=O)[C@@H](O)[C@H](O)[C@H]2O)[C@H](O)[C@H](O)[C@H]1O	2	·	3	·	·	0	5	1	·
Cc1cccc(Nc2nc(N)c([N+](=O)[O-])c(N3CCOCC3)n2)c1	4	-2	13	4	7	5	5	2	2
O=C(Nc1ccc(N2CCOCC2)c(Cl)c1)c1ccccc1Cl	4	4	1	5	0	3	3	1	-1
CCOc1cc(N2CCOCC2)c(OCC)cc1NC(=O)COC(=O)CCOc1ccc(C)cc1	-3	13	2	4	5	12	4	3	2
COc1ccc(OCC(O)CN2C(=O)c3ccccc3S2(=O)=O)cc1 (stereo unspecified)	0	9	5	-12	2	16	3	4	-1

Some of the entries so far, with two lines to a compound:
Results follow in this order: PAFAH2 inh, EBNA-1 inh, PAFAH1B3 FP inh, ZTA DNA inh, LYPLA2 inh, PREPL inh, pPAFAH FP inh, PAFAH1B2 FP inh, LYPLA1 inh
> Cc1ccc(OCC(=O)N/N=C/c2cccn2C)cc1
  5, -5, 5, -5, 0, 8, 1, 8, 1
> COc1ccccc1N(CC(=O)NCCSCc1ccccc1)S(C)(=O)=O
  1, -14, 4, 0, -5, -14, -3, 5, -2
> Cc1ccccc1NC(=O)C1CCN(S(=O)(=O)c2cccc3nonc23)CC1
  -8, -22, 2, -5, -5, 13, 1, 7, -2
> CCSc1sc(CC)cc1C=O
  -5, 3, 5, 3, 0, -1, 1, 4, 0

(further entries)
SMILES	PAFAH2 inh	EBNA-1 inh	PAFAH1B3 FP inh	ZTA DNA inh	LYPLA2 inh	PREPL inh	pPAFAH FP inh	PAFAH1B2 FP inh	LYPLA1 inh
CC(CN1CCOCC1)OC(=O)c1ccccc1Cl (stereo unspecified)	-2	4	4	-5	9	-11	0	2	4
CC1(C)CC(=O)C=C(NCCCN2CCCC2=O)C1	-2	-8	4	-11	-4	4	-9	1	-3
O=C(Cc1ccc(S(=O)(=O)N2CCOCC2)s1)NCCOc1ccccc1F	39*	7	4	-2	-1	6	5	1	0
Cc1ccc(C(=O)Nc2cccc3[nH]c(C(F)(F)F)nc23)cc1	12	-7	11	-7	-2	1	0	6	0
CCCNc1c(NS(=O)(=O)c2ccc(OC)c(OC)c2)c(=O)oc2ccccc12	0	-7	0	-17	8	4	-1	1	3
CCCN(C(=O)CSc1ccccc1C(=O)O)C1CCS(=O)(=O)C1 (stereo unspecified)	5	·	2	·	·	6	3	5	·
C=CCO/N=C/C1=C(O)C(C(=O)OC)C(C)(C)CC1=O (stereo unspecified)	7	-15	10	8	-5	-2	-9	-1	-1
Cn1nnnc1Sc1ncnc2scc(-c3ccc4c(c3)OCO4)c12	-11	·	0	·	·	17	12	8	·
O=C(O)c1c[nH]c2ccc(S(=O)(=O)N3CCN(c4ccc(F)cc4)CC3)cc2c1=O	-16	0	0	-23	-6	-6	-1	4	-8
Cn1c(=O)c2c(nc(Sc3ncnn3CC(=O)NC(C)(C)C)n2C)n(C)c1=O	-1	13	-1	13	-2	4	5	-1	-1
CCOC(=O)c1cc(-c2ccc(Cl)cc2)nc2c1c(C)nn2CCC#N	-3	-7	-3	7	3	6	5	-4	-3
O=C1CC(c2cccc(Br)c2)C2=C(COC2=O)N1 (stereo unspecified)	1	1	4	2	-1	-5	1	-3	0
COc1ccc(C2C3=C(CC(C)(C)CC3=O)Oc3ncn(Cc4ccccc4)c(=N)c32)cc1 (stereo unspecified)	4	3	4	9	-3	-10	4	7	4
Cc1cc(=O)c2ccc(C(F)(F)F)cc2[nH]1	-4	-4	-1	-15	3	-3	-7	0	-1
CCc1ccc(N2C(=O)CC(Cn3nc(C)cc3C)C2=O)cc1 (stereo unspecified)	-2	-5	15	-2	-6	11	-1	3	-2
CCOC(=O)C1CCCN(C(=S)Nc2ccc(Nc3ccccc3)cc2)C1 (stereo unspecified)	5	-13	-5	-1	5	20	4	3	2
Cc1nc2nc[nH]n2c(=O)c1CC(=O)O	1	8	14	2	3	2	-1	8	0
CC(c1n[nH]c(=S)n1-c1ccc(F)cc1)N1CCCCC1 (stereo unspecified)	2	4	2	2	-1	9	3	6	1
CCOc1ccc(CCNC(=O)C2CC(=O)N(Cc3ccc(OC)cc3)C2)cc1OCC (stereo unspecified)	-2	-2	1	-7	3	4	6	1	-4
O=C(NNC(=O)C1CC1)c1cc(=O)[nH]c2ccccc12	-1	·	0	·	·	-1	1	0	·
O=C(NCCCN1CCOCC1)c1cccc(S(=O)(=O)N2CCN(c3ccccc3)CC2)c1	-7	3	4	4	3	-35	4	-1	5
CCOC(=O)c1c(C)[nH]c(C)c1C(=O)COC(=O)c1ccc([N+](=O)[O-])s1	17	·	45*	8	-4	23	18	18	3
FC(F)(F)c1cccc(NC(=S)N2CCN(c3ccccn3)CC2)c1	-5	12	-7	-7	-4	-2	5	-1	-1
Cc1cc(NC(=O)CSc2nnc(-c3ccncc3)n2-c2ccccc2)no1	-2	-8	-2	-21	3	14	3	0	0
COc1cc(S(=O)(=O)Nc2cccc(C)c2)ccc1NC(=O)c1cccnc1	-7	5	-2	2	-2	7	30*	-2	-1
(further entries)
SMILES	PAFAH2 inh	EBNA-1 inh	PAFAH1B3 FP inh	ZTA DNA inh	LYPLA2 inh	PREPL inh	pPAFAH FP inh	PAFAH1B2 FP inh	LYPLA1 inh
O=C(N/N=C/C=C/c1ccccc1)c1cnccn1	3	0	2	-4	4	-1	3	2	3
O=C(NC(=S)NC1CCS(=O)(=O)C1)c1cccs1 (stereo unspecified)	3	4	2	0	3	12	3	4	2
O=C(Nc1ccc2c(c1)OCO2)N1CCN(c2ccccc2Cl)CC1	0	-5	3	-7	2	10	-1	1	-2
COc1cc([N+](=O)[O-])cc(/C=N/NC(=O)c2ccc(C)nc2)c1O	-9	2	19	5	-3	17	6	12	0
N#Cc1cccc2cccc(S(=O)(=O)N3CCOCC3)c12	4	·	2	-11	6	3	-2	1	3
Cc1ccc(-c2noc(CCC(=O)N(C)c3ccccc3C)n2)cc1	3	-15	-6	2	-3	5	2	-1	-4
CCC(CC)c1nnc(NC(=O)CSCC(=O)Nc2cc(C)on2)s1	6	0	12	-11	7	6	-2	2	0
CCCCc1nc2cc(C(=O)N3CCCC(OCCC)C3)ccc2o1 (stereo unspecified)	3	1	1	-19	2	-5	5	5	1
O=C(OCn1nnc2ccccc2c1=O)c1cn(-c2ccccc2)nc1-c1cccnc1	7	-7	4	14	-2	-10	-1	2	-5
C/C(CC(=O)N(C(C)C)C(C)C)=N\NC(=O)COc1ccc(Cl)cc1Cl	3	-9	-4	-6	1	8	3	2	3
COC(=O)c1nn(-c2ccc3c(c2)CCN3C(C)=O)cc1O	3	8	-3	3	-4	4	-2	1	0
O=C1c2ccc(-c3nc4ccccc4o3)cc2C(=O)N1Cc1cccnc1	·	2	·	8	-2	-5	1	·	0
COCCn1c(C)cc(/C=C2\NC(=S)N(C)C2=O)c1C	6	3	3	-14	1	5	-1	3	0
Cc1c(NC(=O)c2cccc(NS(C)(=O)=O)c2)c(=O)n(-c2ccccc2)n1C	2	7	2	7	1	1	-2	8	-1
OCC1(CCOc2ccccc2)CCN(Cc2ccc3c(c2)OCCO3)CC1	0	-9	4	4	3	-13	-11	8	5
CCC(=O)Nc1ccc2oc(-c3cccc(C)c3)nc2c1	7	6	4	5	-1	-21	7	1	-1
O=C(COC(=O)c1ccc2c(c1)OCO2)Nc1nc(-c2ccccc2)cs1	-36	-4	-27	10	-3	2	-6	-9	0
Cc1ccc(Cl)cc1NC(=O)CN1CCN(C(=O)C2CCCO2)CC1 (stereo unspecified)	9	2	2	-3	6	5	-3	2	1
COc1ccccc1CN1CC(C(=O)NC2(c3ccccc3)CC2)CCC1=O (stereo unspecified)	2	1	-7	2	-2	-2	-1	-1	1
CC(=O)C1=C(C)NC(SCC(N)=O)=C(C#N)C1CC(C)C (stereo unspecified)	0	-9	2	-10	-10	7	-7	6	1
Cc1nc(NC(C)C)c2cnn(CCc3ccccc3)c2n1	4	8	15	5	-4	-1	-1	1	-1
CCOC(=O)C1(C)/C(=N/Nc2ccccc2)C(=O)C(=O)N1c1ccccc1 (stereo unspecified)	15	18	-11	-5	16	11	9	0	1
Cc1nn(CCCC(=O)Nc2c(F)cc(F)cc2Br)c(C)c1[N+](=O)[O-]	2	0	9	5	3	-13	0	2	-1
CCS(=O)(=O)NCCc1cc2c(OC)ccc(OC)c2[nH]c1=O	1	-3	3	6	7	2	0	5	4
Nc1ncnc2c1ncn2CCNCCc1ccccc1	3	3	-6	-13	3	-3	1	0	-1
